Lipid storage S3 = qHTS Assay for Lipid Storage Modulators in Drosophila S3 Cells | Potency in µM for hits, for the others lipid storage change, negative = inhibition, % at the top dose, mostly 46.1 µM | 320,000 compounds, 0.64% hits | Drosophila S3 cells, BODIPY lipid droplet fluorescence, 18-24 h; cells fed with added oleic acid; active = well fitted inhibition curve with a large enough effect in the signal ratio, with a control signal flat, not every such curve was filed as active; inconclusive = small, poorly fitted or top-dose-only effect, or effect the other way, or a change in a side signal; the % refers to the signal ratio
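Laser-scanning cytometry quantifies lipid droplet accumulation (500–530 nm total intensity; droplet/cell object ratio) in oleic acid-fed (400 uM added) Drosophila S3 cells treated with a concentration series. 20 uM Triacsin C defined 100% inhibition.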
Lipid storage S3 cell count max = recorded beside Lipid storage S3, whose call it bears; cell number change, %; measured here: cell count max response;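 cells counted by Cell Tracker Red CMTPX staining in the red channel; peak over a dose series mostly up to 46.1 µM; percent activity relative to internal control wells on each plate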
An asterisk follows results filed as active; i = inactive; u = inconclusive; x = no result given. % is scaled to controls: 0 for no effect and ±100 for the full control effect; potency is read from the fitted curve at half-maximal effect. Not all compounds are listed; count on the stated rates, not on these rows.

Lipid storage S3 cell count max,Lipid storage S3,compound
x,u,Cc1nn(-c2ccccc2)c(C)c1/C=N/n1c(-c2ccncc2)n[nH]c1=S
x,u,COc1ccc(NC(=O)c2ccc(F)cc2)cc1S(=O)(=O)Nc1cc(C)ccc1Br
29,13%,COc1cc(OC)cc(-c2c(-c3cccs3)c3cc(-c4cnc(OC)nc4)ccc3n2C)c1
2,-8%,CCc1ccc(Nc2ncc3c(n2)CC(C)(C)CC3=O)cc1
0,6%,COc1cc(CN2CCSCC2)cc(OC)c1OC
-3,-3%,Cc1cc(C)n(CCC(=O)Nc2ccc3c(c2)OCCO3)n1
x,u,COC(=O)c1ccc(NC(=O)CNC(=O)C2CCCCC2)c(C)c1
4,16%,C/C(N)=C(/C#N)C(=O)CSc1nnc(-c2ccccc2)n1C
x,i,CC1CCCC(C)N1C(=O)c1cc(F)c(F)cc1Cl (centres undefined)
x,u,Cc1ccc(S(=O)(=O)NCC(=O)NCC(=O)OCC(=O)NC(=O)NC(C)(C)C)cc1C
x,u,O=C(Nc1ccccc1N1CCOCC1)c1ccc(N2CCCC2=O)cc1
x,u,NC(=O)COC(=O)c1ccccc1Nc1ccc(SC(F)F)cc1
x,u,O=c1cc(-c2ccccc2Cl)oc2c([N+](=O)[O-])c(O)cc(O)c12
5,21%,Cc1nc(NC(=O)CN2CCC(O)(c3ccc(F)cc3)CC2)sc1C
x,u,Cc1nc2c(O)cccc2cc1CO

More structures follow:
Lipid storage S3 cell count max,Lipid storage S3,compound
-4,-1%,CC(C)(C)NC(=O)C(=O)NNC(=O)c1ccccc1
-19,10%,CCN(CC)C(=O)c1ncn(Cc2ccccc2)c1C(=O)N(CC)CC
x,u,Cc1ccc(OCC(=O)N2CCc3ccccc3C2)c([N+](=O)[O-])n1
x,u,COc1cc(NC(=O)C2CSC3(C)CCC(=O)N23)c(OC)cc1Cl (centres undefined)
x,u,Cc1cc(/C=C(\C#N)c2nnc(N3CCOCC3)n2-c2ccccc2)c(C)n1-c1ccccc1
x,u,C=CCNC(=S)Nc1cccc2[nH]ncc12
-1,i,Cc1ccc(NS(=O)(=O)c2c(C)[nH]c(C)c2C(=O)N2CCCCC2)cc1F
13,10%,CN1C(=O)C(CC(N)=O)N(NC(=O)c2ccc(Cl)cc2)C1=S (centres undefined)
x,u,O=c1c(Cl)c(NCc2ccc(F)cc2)cnn1C12CC3CC(CC(C3)C1)C2
-16,i,CN(C)CCN=Cc1c(O)n(-c2ccc(S(=O)(=O)N3CCOCC3)cc2)c(=O)c2ccccc12
-2,-13%,COc1ccc(CNCc2cc(C)c(OC)cc2C)c(OC)c1
4,4%,CC(C)[C@H]1CN(C)CCN1Cc1cn(C)nc1-c1cccc(Cl)c1
x,u,CC(C)/C=C1\CCCCC1N(C)C(=O)NC(C)C (centres undefined)
x,i,CCCNC(=O)CCc1c(C)nc2nc(-c3cc(OC)cc(OC)c3)nn2c1C
x,u,CC(=O)C1C(c2cccc(F)c2)NC(=O)NC1(O)C(F)(F)F (centres undefined)

Further compounds.
Lipid storage S3 cell count max,Lipid storage S3,compound
0,-4%,Cc1ccc(C23CC4CC(CC(C(=O)N5CCN(C)CC5)(C4)C2)C3)cc1
x,9%,CCN(CC)S(=O)(=O)c1ccc(OC)c(NC(=O)c2ccc(=O)[nH]c2)c1
7,6%,CC(=O)Nc1ccc(S(=O)(=O)N2CCN(C(=O)c3ccccc3F)CC2)cc1
x,u,CC1CCCC(NC(=O)CCCn2ncn3c(cc4occc43)c2=O)C1C (centres undefined)
-7,-1%,COC(=O)C1CSc2[nH]c(=O)sc2C1c1ccc(OC)c(OC)c1 (centres undefined)
-11,0%,NC(=O)C1CCN(C(c2ccccc2)c2nnnn2C2CCCC2)CC1 (centres undefined)
4,5%,COCCn1c(-c2ccc(SC)cc2)nc2c1c(=O)[nH]c(=O)n2CC(C)C
-4,-5%,Cc1ccc(-c2ccc(SCC(=O)N3CCc4ccccc43)nn2)cc1
x,u,CC(=O)Nc1ccc(C(=O)COC(=O)c2cccs2)c(F)c1
x,u,CCN(CC(=O)NCc1ccc(Cl)cc1)C(=O)CSCC(=O)Nc1ccc(C)cc1
x,i,CC(=O)Nc1ccc(S(=O)(=O)N2CCN(Cc3ccccn3)CC2)cc1
x,18%,Cc1cc(C)nc(Sc2ccc3nnnn3n2)n1
6,15%,CCOC(=O)N1CCN(C(=O)c2cc3cc(Cl)ccc3[nH]2)CC1
3,9%,CC1(C)CC(=O)C(C(=O)c2ccccc2)C(=O)C1Cl (centres undefined)
x,u,O=C(CSc1nnc(Cc2cc(=O)[nH]c(=O)[nH]2)n1-c1ccc(Cl)cc1)NCC1CCCO1 (centres undefined)

Some of the entries so far, as comma-separated lines:
canonical_smiles,Lipid storage S3 cell count max,Lipid storage S3
Cc1nn(-c2ccccc2)c(C)c1/C=N/n1c(-c2ccncc2)n[nH]c1=S,x,u
CC(C)/C=C1\CCCCC1N(C)C(=O)NC(C)C (centres undefined),x,u

More structures.
Lipid storage S3 cell count max,Lipid storage S3,compound
13,11%,Nn1c(SCC(=O)Nc2ccc3c(c2)OCCO3)nncc1=O
x,u,Cc1nnc(SCC(=O)NNC(=O)c2ccccc2)n1N
x,u,CC1CCCCC1NC(=O)C1CCC(CNS(=O)(=O)c2ccccc2)CC1 (centres undefined)
x,u,CCOC(=O)N1CCC(NC(=O)c2cccc3c2C(=O)N(CCOC)C3)CC1
x,u,O=C(Nc1ccccc1)N1CCCN(c2ccc(C(F)(F)F)cc2[N+](=O)[O-])CC1
x,u,Nc1nc2n(n1)C(c1cccs1)CC(c1ccccc1)N2 (centres undefined)
x,u,Cc1cc(NC(=O)CC(F)(F)F)n(-c2ccccc2)n1
x,u,COc1cc(NS(=O)(=O)c2ccc(NC(=S)NC(=O)c3ccccc3)cc2)nc(OC)n1
x,u,CC(C)OC(=O)CSc1nnc(-c2cccnc2)n1Cc1ccccc1
x,u,Cc1cc(C)n2nc(C(=O)OCC(=O)N(C)C3CCS(=O)(=O)C3)nc2n1 (centres undefined)
x,u,CCOC(=O)Cn1c(-c2cccnc2Cl)nc2cc(C)c(C)cc21
13,11%,CCOc1ccc(-c2cnc(N)n2C)cc1
-9,i,CCOc1ccc(C2/C(=C(\O)c3ccc4c(c3)OCCO4)C(=O)C(=O)N2CCN2CCOCC2)cc1OCC (centres undefined)
x,u,CSc1ccc(Cl)c(C(=O)NCC(C)C)c1
5,5%,C#CCOCCOCCOCCNc1nc(N2CCN(C(=O)[C@H](Cc3ccc(O)cc3)n3cc([C@@H](N)C(C)CC)nn3)CC2)nc(N2CCN(C(=O)[C@H](Cc3cc4ccccc4[nH]3)n3cc([C@@H](N)Cc4ccc(O)cc4)nn3)CC2)n1 (some centres undefined)

(further entries)
Lipid storage S3 cell count max,Lipid storage S3,compound
x,u,COc1ccc(C2CC(c3ccc4ccccc4c3)=NN2C(=O)CSc2ncccn2)cc1 (centres undefined)
x,u,COc1c(C(O)CC(C)C)ccc2c1C(=O)OCc1cc(C)cc(O)c1O2 (centres undefined)
x,u,CC1=C(C(=O)Nc2ccc(CC(=O)NCc3ccccc3C)cc2)SCCO1
-3,3%,CCOC(=O)CN1C2=NCCCN2c2ccccc21
-11,21%,CC(C)(C)c1ccc(C2CC2C(=O)N/N=C\c2cc3ccccc3nc2Cl)cc1 (centres undefined)
-20,-22%,NS(=O)(=O)c1ccc(N2N=C(c3ccccc3)CC2c2ccccc2)cc1 (centres undefined)
x,u,CCOC(=O)N1CCC(NC(=O)c2cccs2)CC1
10,7%,CCCOc1ccc(C(=O)NC(=S)NNC(=O)c2c(-c3ccccc3)noc2C)cc1
x,u,O=C(CN1C(=O)COc2ccccc21)NCc1ccccn1
x,u,CNC(=O)c1cccc2cccc(Sc3ccccc3C(=O)O)c12
-8,0%,CCOC(=O)Cc1csc(NC(=O)Cc2ccc(Cl)cc2)n1
x,u,CC(=O)c1ccc(N2CCN(C(=O)C3CCCN(S(=O)(=O)c4cnc[nH]4)C3)CC2)cc1 (centres undefined)
x,u,CCCc1cc(-c2ccc(O)c(OCC)c2)c(C#N)c(N)n1
9,20%,CC1CN(S(=O)(=O)c2ccc(F)cc2)C(C)N1C(=O)N1CCOCC1 (centres undefined)
-1,5%,COCCCNC(=O)c1ccc(C2SCC(=O)N2Cc2ccco2)cc1 (centres undefined)

Continuation:
Lipid storage S3 cell count max,Lipid storage S3,compound
x,u,CC1CC1C(=O)Nc1nc(-c2cccs2)c(-c2cccs2)s1 (centres undefined)
x,u,Cc1ccc2c(CN3CCN(S(=O)(=O)/C=C/c4ccccc4)CC3)cc(=O)oc2c1
x,u,CC(C)CC1(C)N=C(c2ccccc2)C(=S)N1 (centres undefined)
x,i,O=C(CC(NS(=O)(=O)c1ccc(Cl)cc1)c1ccco1)N1CCc2ccccc21 (centres undefined)
x,u,CC(=O)Nc1ccc(NC(=O)C(C)OC(=O)/C=C/c2cn(-c3ccccc3)nc2-c2cccnc2)cc1 (centres undefined)
x,u,O=C(O)c1cc(N/N=C/c2ccc(N3CCOCC3)s2)ccc1Cl
x,u,CCOC(=O)c1c(NC(=S)N2CCN(C)CC2)sc(C)c1-c1ccccc1
5,7%,COc1cccc(-n2c(=O)n(Cc3ccccc3)c(=O)c3[nH]cnc32)c1
-11,-5%,CC(C)NC(=O)NC(=O)CN1C(=O)NC(Cc2c[nH]c3ccccc23)C1=O (centres undefined)
7,-15%,c1ccc(CN=C2Nc3ccccc3CS2)nc1
x,u,Cc1ccc(S(=O)(=O)N/N=C(\c2ccccc2)C2CC2)cc1
-17,2%,COc1cccc(C(=O)N/N=C(/c2ccccc2)c2ccccn2)c1
x,u,CCn1cc(C(=O)Nc2ccc(OC)c(S(=O)(=O)N3CCCCC3)c2)c(=O)c2ccc(C)nc21
x,u,CCOC(=O)C/C(N)=N/N(C)c1ncc(C(F)(F)F)cc1Cl
x,u,CC(C)OC(=O)c1c(NS(=O)(=O)c2ccccc2)sc2c1CCCC2

Other structures.
Lipid storage S3 cell count max,Lipid storage S3,compound
x,u,CC(=O)Nc1ccc(OC(=O)Oc2ccc(NC(C)=O)cc2)cc1
18,-12%,CC(Oc1ccccc1)c1nnc(SCC(=O)NC2CC2)n1C (centres undefined)
x,u,Cc1cccc(C(=O)OC(C)CN2CCCC2)c1 (centres undefined)
x,u,CCOC(=O)N1CCN(C(=O)C2CC(c3cc(OC)ccc3OC)=NO2)CC1 (centres undefined)
4,12%,COc1cccc(C2=NOC(C(=O)NC(C)(C)C)C2)c1 (centres undefined)
x,u,COc1ccc(NC(=O)CSCc2ccc(C)cc2)cc1
x,u,CCOC(=O)c1ccc(S(=O)(=O)N2CCN(C)CC2)cc1
x,u,Cc1ccc(-n2c(=O)c3sccc3n(CC(=O)NC3CCCC3)c2=O)cc1
0,8%,CCOc1cc(C(=O)Nc2cc(C)ccc2C)ccc1OCC(=O)N1CCCCC1
x,u,COc1ccc(-c2cc(=O)c3ccccc3s2)cc1
-10,-4%,CCOc1ccc(N2C(=O)CSC2=S)cc1
x,u,CC(C)c1ccc(NC(=O)C2C3C=CC4(O3)C2C(=O)N(CCCN2CCOCC2)C4C(=O)NC2CCCCC2)cc1 (centres undefined)
x,u,CCCN(c1nc(C)cc(OC)n1)S(=O)(=O)c1ccccc1
-20,-9%,CC(C)NC(=O)Cn1nc(C(F)(F)F)c2c1CCC2
x,u,Cc1ccc(NC(=O)C(C)Sc2nc(-c3ccccc3)cc(=O)[nH]2)cc1 (centres undefined)

(list continues)
Lipid storage S3 cell count max,Lipid storage S3,compound
x,u,Cc1ccccc1NC(=O)Cc1nc(COC(=O)c2cccnc2Cl)cs1
x,u,O=C(COc1ccc(Cl)cc1Cl)N1CCNC1=O
-8,-1%,Cc1ccc2c(c1)N(CC(=O)Nc1ccccc1F)C(=O)CO2
x,u,Cc1ccc(C)c(NC(=O)COC(=O)c2c(C)nn(-c3ccccc3)c2C)c1
16,-6%,O=C(O)c1cn(-c2ccccc2)nc1-c1cccnc1
x,u,Cc1ccc(Oc2cc(C)nc(-c3ccccc3O)n2)cc1
x,u,Cn1cnc2cc(NCc3ccccc3O)ccc21
-14,4%,COc1ccccc1-c1oc2ccccc2c1-c1ccc2c(c1)OCO2

Of the compounds above, 14 have an aryl thioether with sulfur outside any ring.
Lipid storage S3 cell count max,Lipid storage S3,compound
4,16%,C/C(N)=C(/C#N)C(=O)CSc1nnc(-c2ccccc2)n1C
x,u,NC(=O)COC(=O)c1ccccc1Nc1ccc(SC(F)F)cc1
4,5%,COCCn1c(-c2ccc(SC)cc2)nc2c1c(=O)[nH]c(=O)n2CC(C)C
-4,-5%,Cc1ccc(-c2ccc(SCC(=O)N3CCc4ccccc43)nn2)cc1
x,18%,Cc1cc(C)nc(Sc2ccc3nnnn3n2)n1
x,u,O=C(CSc1nnc(Cc2cc(=O)[nH]c(=O)[nH]2)n1-c1ccc(Cl)cc1)NCC1CCCO1 (centres undefined)
13,11%,Nn1c(SCC(=O)Nc2ccc3c(c2)OCCO3)nncc1=O
x,u,Cc1nnc(SCC(=O)NNC(=O)c2ccccc2)n1N
x,u,CC(C)OC(=O)CSc1nnc(-c2cccnc2)n1Cc1ccccc1
x,u,CSc1ccc(Cl)c(C(=O)NCC(C)C)c1
x,u,COc1ccc(C2CC(c3ccc4ccccc4c3)=NN2C(=O)CSc2ncccn2)cc1 (centres undefined)
x,u,CNC(=O)c1cccc2cccc(Sc3ccccc3C(=O)O)c12
18,-12%,CC(Oc1ccccc1)c1nnc(SCC(=O)NC2CC2)n1C (centres undefined)
x,u,Cc1ccc(NC(=O)C(C)Sc2nc(-c3ccccc3)cc(=O)[nH]2)cc1 (centres undefined)
